Screening data: PubChem, Broad Institute
LGR2 inh: inhibitors of bursicon-induced LGR2 CRE-luciferase signal, primary screen, cell-based, HEK293, CRE-luciferase reporter, bursicon stimulation; inhibition, % at 9.99 µM; 380,000 tested, 0.35% active; Drosophila bursicon receptor LGR2 (rickets); bursicon-stimulated, 4 h;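 active = drop in luminescence signal, shown as inhibition above about 50% in the replicate tests, limit read from the data, passing the limit was not always enough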;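 note: agonist challenge used bursicon conditioned medium at about half maximal strength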
GSIS activator: GLuc luminescence reporter in INS-1E cells, primary screen for activators of glucose-dependent secretion of insulin | INS-1E GLuc reporter insulin secretion, 2-3 h | activation, % at 16.6 µM | 370,000 tested, 0.61% active;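 active = lowest replicate activation of at least 40%, so every replicate reaches that level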;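 note: 0% = median of neutral control wells and 100% = median of IBMX positive control wells; some compounds called inactive have numbers as strong as hits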
PAX8 reporter: inhibitors of PAX8-driven TPO luciferase reporter, primary screen, RMG-I cells, single concentration | SteadyGlo, 24 h | 360,000 tested, 1.2% active | inhibition, % at 12.6 µM | AID 652154, 2013;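 active = mean replicate inhibition at least 60% with every replicate also reaching 60%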;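 note: luciferase light reporting Pax8 driven TPO promoter activity; plate controls were median of neutral control wells for no effect and mitoxantrone controls for full effect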
Starred values were filed as active, the others as inactive.

nr	SMILES	LGR2 inh	GSIS activator	PAX8 reporter
1	COc1ccc2c3c(n(C)c2c1)[C@H](CO)N(C(=O)NC(C)C)CC31CN(CC2CCCCC2)C1	-8	-8	16
2	O=C(NCCN1CCC(n2c(=O)[nH]c3ccccc32)CC1)c1cccnc1Cl	10	14	-15
3	O=C(/C=C(\Nc1ccc(F)cc1)c1ccccc1)c1ccccc1	-84	-26	-144
4	O=C(NCc1ccccc1)C(c1cccc2ccccc12)n1c(=O)c(-c2ccco2)nc2ccccc21 (configuration not stated)	-9	2	18
5	COC(=O)C1=C(C)N(Cc2cccc(C(F)(F)F)c2)C(=NCc2ccc(C(F)(F)F)cc2)NC1c1ccc(F)cc1 (configuration not stated)	6	875*	36
6	COC(=O)C1=CN(c2cccc(OCc3ccccc3)c2)C(N)=C(C#N)C1c1cccc(OC)c1OC (configuration not stated)	-13	-32	1
7	Cc1ccc2nc(-c3cccc(Cl)c3)c(Cc3cccc(F)c3)n2c1	-43	5	-112
8	O=C(NCc1cccc(C(F)(F)F)c1)C1C(=O)Nc2ccccc2C(=O)N1Cc1ccccc1 (configuration not stated)	-9	-52	-5
9	COc1ccc2c3c([nH]c2c1)[C@@H](CO)N(C(=O)c1ccccn1)CC31CCN(C(=O)C2CCCC2)CC1	-25	14	-14
10	O=C(NCc1ccccc1)C(c1ccc(F)cc1)N1CCN(C(=O)C2CCCO2)CC1 (configuration not stated)	-11	0	-17
11	CCOc1cc(OCC)cc(C(=O)NCCN2CCC(n3c(=O)[nH]c4ccccc43)CC2)c1	-4	-21	14
12	CC(C)CNC(=O)COC(=O)CCC(=O)c1cccs1	5	13	-10
13	CC(C)c1cc(Cn2c3ccccc3c(=O)n2C(C)Cn2cc(-c3ccccc3)nn2)on1 (configuration not stated)	3	-16	-27
14	CC(C)CN1C(=O)C(=O)N(CC(=O)NC2CCCc3ccccc32)C1=O (configuration not stated)	-10	-10	3
15	O=C(COc1cccnc1[N+](=O)[O-])Nc1ccc(N2CCOCC2)cc1	-2	-3	-16
16	O=C(CSC1CCc2ccccc21)NN=Cc1ccco1 (configuration not stated)	7	-12	11
17	O=C1C=C(c2cccc3c2Oc2ccccc2S3)C[C@@H](c2ccc3c(c2)OCO3)C1	12	-35	12
18	Nc1c(-c2ccc(C(F)(F)F)cc2)nc2ncccn12	5	-3	-98
19	Cc1nc2c(N=Nc3ccccc3F)c(N)nn2c(N)c1C#N	-32	-5	18
20	CCN(C(=O)COC(=O)CNC(=O)c1ccc(C)c(C)c1)C1CCS(=O)(=O)C1 (configuration not stated)	-6	2	-4
21	CC1(C(=O)Nc2ccc3c(c2)OCCO3)CSCC(=O)N1CCCn1ccnc1 (configuration not stated)	-3	-5	-13
22	C=CC[n+]1c(C)csc1Nc1ccc(C(=O)O)cc1	-20	-2	4
23	COc1ccc(C2=Nc3ccccc3N(C(=O)c3ccc4ncccc4c3)C2C(=O)NC(C)(C)C)cc1 (configuration not stated)	-24	33	-105
24	CCCC(CNC(C)=O)(C1=CCCCC1)c1ccccc1 (configuration not stated)	-12	-16	27
25	CCC(CC)NC(=O)COC(=O)CCC(=O)c1cccs1	4	2	-29
26	Cc1cc(NC(=O)CSc2nc(C(C)(C)C)nc3ccccc23)no1	-16	22	34
27	N#C/C(C(=O)N1CCOCC1)=C1/SC(Cc2ccc(F)cc2)C(=O)N1c1ccccc1 (configuration not stated)	18	3	3
28	CC(=O)c1c(N2CCN(C)CC2)nc(=S)n(-c2cc(C)ccc2C)c1C	-15	1	2
29	COc1ccccc1C(=O)N=Nc1c(O)[nH]c2ccc([N+](=O)[O-])cc12	5	3	13
30	N#Cc1cccnc1N1CCN(C(C(=O)NC2CCCC2)c2ccco2)CC1 (configuration not stated)	-2	-11	-8
31	O=C(c1ccc(Cl)c(Cl)c1)N1CCC(=O)N([C@H](COCc2ccccc2)Cc2ccccc2)CC1	14	-25	29
32	O=C(c1ccccc1Br)N1CCN(c2ccccn2)CC1	-1	8	3
33	CC1=C(C#N)C(c2ccccc2O)C(C#N)=C(C)N1	8	11	28
34	COc1ccc(C(=O)N2CCC[C@H]2C(=O)N2CCC[C@@H]2C(=O)NCc2ccccc2)cc1F	-20	4	9
35	COc1cccc(CNS(=O)(=O)c2cc(Br)ccc2Br)c1OC	-22	-5	-3
36	O=C(Nc1cccnc1)c1ccc(CSc2ccc(Cl)cc2)o1	-33	-39	-42

Excerpt, compounds 21–36
nr	SMILES	LGR2 inh	GSIS activator	PAX8 reporter
21	CC1(C(=O)Nc2ccc3c(c2)OCCO3)CSCC(=O)N1CCCn1ccnc1 (configuration not stated)	-3	-5	-13
22	C=CC[n+]1c(C)csc1Nc1ccc(C(=O)O)cc1	-20	-2	4
23	COc1ccc(C2=Nc3ccccc3N(C(=O)c3ccc4ncccc4c3)C2C(=O)NC(C)(C)C)cc1 (configuration not stated)	-24	33	-105
24	CCCC(CNC(C)=O)(C1=CCCCC1)c1ccccc1 (configuration not stated)	-12	-16	27
25	CCC(CC)NC(=O)COC(=O)CCC(=O)c1cccs1	4	2	-29
26	Cc1cc(NC(=O)CSc2nc(C(C)(C)C)nc3ccccc23)no1	-16	22	34
27	N#C/C(C(=O)N1CCOCC1)=C1/SC(Cc2ccc(F)cc2)C(=O)N1c1ccccc1 (configuration not stated)	18	3	3
28	CC(=O)c1c(N2CCN(C)CC2)nc(=S)n(-c2cc(C)ccc2C)c1C	-15	1	2
29	COc1ccccc1C(=O)N=Nc1c(O)[nH]c2ccc([N+](=O)[O-])cc12	5	3	13
30	N#Cc1cccnc1N1CCN(C(C(=O)NC2CCCC2)c2ccco2)CC1 (configuration not stated)	-2	-11	-8
31	O=C(c1ccc(Cl)c(Cl)c1)N1CCC(=O)N([C@H](COCc2ccccc2)Cc2ccccc2)CC1	14	-25	29
32	O=C(c1ccccc1Br)N1CCN(c2ccccn2)CC1	-1	8	3
33	CC1=C(C#N)C(c2ccccc2O)C(C#N)=C(C)N1	8	11	28
34	COc1ccc(C(=O)N2CCC[C@H]2C(=O)N2CCC[C@@H]2C(=O)NCc2ccccc2)cc1F	-20	4	9
35	COc1cccc(CNS(=O)(=O)c2cc(Br)ccc2Br)c1OC	-22	-5	-3
36	O=C(Nc1cccnc1)c1ccc(CSc2ccc(Cl)cc2)o1	-33	-39	-42

Next section.
nr	SMILES	LGR2 inh	GSIS activator	PAX8 reporter
37	COc1ccc2oc(C(=O)OCC(=O)N3CCN(S(=O)(=O)c4ccccc4)CC3)c(C)c2c1	20	-9	17
38	Cc1cccc2c(N=Nc3ccccc3)c(O)[nH]c12	-128	29	-188
39	COc1cc(-c2nc(CN3CCN(CC(C)C)C(=O)[C@@H]3C)c(C)o2)ccc1F	23	-8	11
40	CC1(c2nnnn2Cc2ccccc2)CCC(=O)N1CC(F)(F)F (configuration not stated)	7	6	-9
41	COC(=O)c1c(N)[nH]c(C(=O)c2ccccc2)c1-c1ccc(Cl)cc1	4	11	11
42	O=C1NC2(O)C(=O)c3ccccc3C2(O)N1 (configuration not stated)	-3	2	0
43	CC(C)CCNC(=O)c1ccc(Cl)c(NC(=O)Cc2ccccc2)c1	-9	8	-12
44	O=C1[C@@H](c2ccccc2)[C@@H](c2ccccc2)N1c1ccccc1	-14	6	-20
45	COC(=O)C1(C(=O)OC)c2ccccc2CN(S(=O)(=O)c2ccc(C)cc2)C1CC(C)=O (configuration not stated)	1	11	13
46	CCCCS(=O)(=O)N1CCCc2nc(-c3ccc(Br)cc3)ccc21	-19	-1	21
47	COc1cc(SC)ccc1C(=O)OC(C)C(=O)NC1CCCC1 (configuration not stated)	-2	-14	4
48	COc1ccc(NC(=O)C(c2ccc(OC)cc2)n2c(=O)c(-c3cc4ccccc4[nH]3)nc3ccccc32)cc1 (configuration not stated)	-43	6	-9
49	O=S1(=O)N[C@@H](Cc2ccccc2)COc2cccc(N3CCC[C@@H]3CO)c21	-4	-10	10
50	CN1N=C(C(=O)N2CCc3c([nH]c4ccccc34)C2c2c(F)cccc2Cl)CCC1=O (configuration not stated)	-29	25	1
51	Nc1ncnc2c1ncn2[C@@H]1O[C@H](C(=O)N[C@@H](CCc2ccccc2)C(=O)O)[C@@H](O)[C@H]1O	-4	8	-2
52	CCOC(=O)N1CCN(c2cc(=O)n(-c3cccc(C)c3)c(=O)[nH]2)CC1	-7	4	-14
53	N#C/C(=C\c1ccc(OC(=O)c2cccs2)cc1)c1nc2ccccc2[nH]1	-40	-34	-69
54	CC(C)(C)n1nnnc1C(c1ccccc1)N1CCN(c2ccc(F)cc2)CC1 (configuration not stated)	11	-19	-13
55	O=C(Nc1ccc(C(=O)NC2CCCCC2)cc1)c1cncc(Br)c1	-3	-11	-5
56	CCOC(=O)C1=C(C)N(CCCC(=O)O)C(=O)NC1c1ccc(C(F)(F)F)cc1 (configuration not stated)	5	15	3
57	CCc1cccc(CC)c1NC(=O)c1ccccc1	-3	4	-1
58	N/C(=N\OC(=O)COc1cc(Cl)c(Cl)cc1Cl)c1ccncc1	-22	-11	-48
59	Cc1ncc(/C=C2\C(=O)Nc3ccccc32)[nH]1	-22	6	-4
60	O=C(C[C@H]1CC[C@@H](NS(=O)(=O)c2ccccc2)[C@@H](CO)O1)N1CCN(c2ccccc2)CC1	11	4	12
61	C[C@H](c1ccccc1)N1C[C@@H](COCc2ccccc2)Oc2cccc(Oc3ccccc3)c2S1(=O)=O	19	13	-25
62	CC(C)N(C(=O)Nc1ccc2nsnc2c1)C(C)C	82*	-23	17
63	CC(C)[C@H](N)C(=O)N[C@H](C(=O)N1CCC2CCN(Cc3ccccc3)CC21)C(C)C (some centres not stated)	11	0	-3
64	Cc1cccc(-c2ccc([C@@H]3[C@@H](CO)N4C(=O)CN(C(=O)c5ccc6c(c5)OCO6)C[C@H]34)cc2)c1	-15	-16	30
65	CC(C)CCC[C@](C)(O)c1ccc(C(=O)O)cc1O	-4	17	-8
66	O=C(O)c1cc(Cl)n[nH]c1=O	-1	1	22
67	COCCN1C(=O)/C(=C/c2ccc(N3CCCC3)cc2C)SC1=S	-6	5	10
68	Cc1nn(-c2ccccc2)c2c1C(c1ccc(Cl)cc1)N(c1ccccc1)C(=O)N2 (configuration not stated)	4	-8	7
69	Cc1oc2c(c(C)nn2-c2ccccc2)c(=O)c1Cl	-16	17	8
70	O=C(NC1CCCCC1)C1(c2ccccc2)CC1(Cl)Cl (configuration not stated)	6	-8	-4
71	CCOC(=O)/C(Sc1nc(-c2ccccc2)cc(-c2ccccc2)c1C#N)=C(\C)O	3	-17	-5
72	CC(C)C[C@H]1CNC(=O)C(=O)N1C[C@H]1CCCN1C[C@H](CC(C)C)N1C[C@H](Cc2ccccc2)N(CC2CCCCC2)C(=O)C1=O	37	-3	-15
73	CC1(c2nnnn2-c2ccc3c(c2)OCCO3)CCC(=O)N1CC1CCCCC1 (configuration not stated)	-20	-6	-9
74	COc1cc2c(cc1OC)C(C(=O)O)C(c1ccc3c(c1)OCO3)N(C)C2=O (configuration not stated)	-1	15	-7
75	COC(=O)C1=C(C)N(Cc2ccccc2C(F)(F)F)C(=NCc2ccc(C(F)(F)F)cc2)NC1c1cccc(F)c1 (configuration not stated)	-8	-40	-6
76	COc1cccc(Cn2c(Cn3c(-c4cnccn4)nc4ccccc43)nc3ccccc32)c1	-6	2	-9
77	O=C(O)CCNc1ccc(NCCC(=O)O)c2c1C(=O)c1ccccc1C2=O	11	-6	40
78	CCCCCCCCN1C(=O)[C@H](CC(=O)NCCc2ccccc2OC)C[C@@]2(C(=O)OC)CC(C)(C)CC=C12	-10	-13	14
79	O=C(OC1CC2CC1[C@H]1CCCCN1C2=O)N1CCN(C(=O)c2ccccc2)CC1 (some centres not stated)	9	-5	-19
80	CCOc1ccc(CCN2C(=O)C(=O)N([C@@H](Cc3ccccc3)CN3CCC[C@H]3CN3C(=O)C(=O)NC[C@@H]3CC(C)C)C[C@@H]2Cc2ccc(O)cc2)cc1	-20	13	17
81	CCOC(=O)[C@]12CCCC=C1N(Cc1ccco1)C(=O)[C@H](CC(=O)N1CCCCC1)C2	-10	31	5
82	Cc1ccc(C(=O)N2CCN(Cc3ccccc3)CC2)cc1S(=O)(=O)N1CCOCC1	-7	-1	8
83	CCCC(=O)N1CC2(C1)CN(C(=O)C1CCC1)[C@H](CO)c1[nH]c3cc(OC)ccc3c12	-7	7	-18
84	COC(=O)[C@@]1(Cc2ccc(F)cc2)[C@H]2c3cc(C(=O)N(C)C)n(CCF)c3C[C@H]2CN1C(=O)c1ccccc1	8	-37	-14
85	O=C(CNc1ccc2ccccc2c1)NNC1=NCCC1	-14	0	8
86	O=C(NC1CCCCC1)OCCN1CCN(Cc2ccccc2)CCC1=O	-4	21	-18
87	O=C1Nc2ccccc2-n2nnnc2C1N1CCN(C(=O)C2CCCO2)CC1 (configuration not stated)	20	-3	11

Only part of the results is shown, so the mix of outcomes need not match the whole.
